Assay outcomes (PubChem BioAssay)
HIV fusion peptide: cell-free HIV fusion peptide-binding blockers – biochemical, uHTS, fluorescence dequenching, primary screen (AID 1986). cell-free peptide binding, fluorescence dequenching, 30 min; higher % means a stronger effect. inhibition, % at 20 µM; hits with a dose series show IC50 in µM. actives 0.3% (n = 290,000); in the data active = inhibition mostly above about 52%, no sharp cut-off; inactive = mostly below about 76%; note: some results filed as inactive read as strong as hits
AID2073: disruptors of CaV2.2 binding to Mint1 – biochemical, HTRF (AID 2073); inhibition, % at 20 µM, or IC50 in µM where a hit was titrated; actives 0.19% (n = 290,000); HTRF protein-protein interaction, Mint1-CaV2.2; higher % means a stronger effect; in the data active = inhibition mostly above about 51%, no sharp cut-off; inconclusive = no clear call, values can overlap the other calls; inactive = mostly below about 53%; note: some results filed as inactive read as strong as hits
The depositor's hits bear a star; ? = inconclusive. Not all compounds are listed. The share of hits here may be higher or lower than overall.

Each structure is followed by: HIV fusion peptide	AID2073
(1) CC(C)C[C@@H](COc1ccccc1)N1CCN(Cc2ccccc2)CCC1=O
    2.6%	-3%
(2) N#Cc1ccc(COC(=O)c2cnc3ccccc3n2)cc1
    -0.1%	2%
(3) CCCNC(=O)c1ccc(COc2ccc(CCC)cc2OC)o1
    0.4%	0%
(4) COc1ccc(NC(=O)CCCNC(=O)c2ccc(Cl)cc2)cc1OC
    -4.4%	-3%
(5) O=C(CNCc1ccccc1Cl)Nc1ccc(C(=O)N2CCCCC2)cc1
    0.6%	39%
(6) Cc1ccccc1-c1cc(C(=O)N2CCCC2)c2ccccc2n1
    6.2%	27%
(7) CCC1CN(C(=O)N2CCC(C(=O)NCc3ccccc3OC)CC2)c2cc(C)ccc2O1 (centres undefined)
    1.1%	8%
(8) CC(=O)c1cccc(NC(=O)c2ccc(N(C)S(=O)(=O)c3ccc(C)cc3)cc2)c1
    0.4%	12%
(9) COc1cc(C(=O)OCc2cc(=O)c(O)co2)ccc1OC(F)F
    4.9%	6%
(10) O=C(Cc1cccc2ccccc12)Nc1ccc(O)cc1C(=O)O
    4.2%	16%
(11) CCOC(=O)C1CCN(C(=O)c2ccccc2NS(=O)(=O)c2ccccc2)CC1
    -0.9%	-9%
(12) O=S(=O)(c1ccc(OC(F)(F)F)cc1)N1CCCC(c2ccccc2)C1 (centres undefined)
    -0.6%	21%
(13) Cc1nn2cnnc2c(C)c1Cc1c(F)cccc1Cl
    -0.7%	12%
(14) CCc1nc(Nc2cccc(F)c2)c2oc3ccccc3c2n1
    1.4%	46%
(15) COC(=O)c1ccccc1SCc1csc(C)n1
    -1.2%	4%
(16) Cc1ccc(CNCC(O)(c2ccccc2)c2ccccc2)cc1
    0.2%	20%
(17) COc1ccccc1NC(=O)CSc1nc2ccccc2c(=O)n1CC1CCCO1 (centres undefined)
    -0.1%	2%
(18) Cc1cccc(NC(=O)CCNS(=O)(=O)c2ccc3[nH]c(=O)oc3c2)c1
    0.8%	9%
(19) COc1ccc(Cl)cc1S(=O)(=O)N1CCC(C(=O)NCCC2=CCCCC2)CC1
    0.8%	3%
(20) COc1ccccc1C(=O)NCC(C)(C)CN=C1NS(=O)(=O)c2ccccc21
    -1.1%	-10%

Random excerpt: four entries already listed, in no set order.
Each structure is followed by: HIV fusion peptide	AID2073
(14) CCc1nc(Nc2cccc(F)c2)c2oc3ccccc3c2n1
    1.4%	46%
(10) O=C(Cc1cccc2ccccc12)Nc1ccc(O)cc1C(=O)O
    4.2%	16%
(2) N#Cc1ccc(COC(=O)c2cnc3ccccc3n2)cc1
    -0.1%	2%
(20) COc1ccccc1C(=O)NCC(C)(C)CN=C1NS(=O)(=O)c2ccccc21
    -1.1%	-10%

(further entries)
Each structure is followed by: HIV fusion peptide	AID2073
(21) O=C(CSc1nnc(NC(=O)c2ccc(F)cc2F)s1)NC1CC1
    -2.4%	10%
(22) COc1ccc(CCNC(=O)[C@H](C)NC(=O)N2CCn3c2nc2ccccc23)cc1OC
    -0.9%	-3%
(23) CN1C(=O)c2ccccc2N(C)C1c1cccc(O)c1 (centres undefined)
    -1.3%	9%
(24) O=CN1CCN(C(=O)c2cccc3c2-c2ccccc2C3=O)CC1
    -2.2%	23%
(25) O=C(O)c1[nH]c2ccccc2c1C(c1cccc(O)c1)c1c(C(=O)O)[nH]c2ccccc12
    26µM*	11%
(26) COc1ccc(OC)c(CNC(=O)CCS(=O)(=O)c2ccc3c(c2)oc(=O)n3C)c1
    9.3%	9%
(27) CCN(CCNCC(O)COc1ccccc1C(C)C)c1cccc(C)c1 (centres undefined)
    1.1%	-3%
(28) CCN1C(=O)c2ccccc2S(=O)(=O)c2ccc(C(=O)NC(C)C)cc21
    -0.7%	11%
(29) CN1C2CCC1CC(N(CCc1ccccc1)C(=O)c1ccc(Cl)cc1)C2 (centres undefined)
    -2.1%	10%
(30) Cc1ccc(Cn2c(=N)c(S(=O)(=O)c3ccc(Br)cc3)cc3c(=O)n4ccccc4nc32)cc1
    98%	18%
(31) COc1ccc(S(=O)(=O)NCCc2cn3nc(C)c(C)nc3n2)cc1F
    -0.3%	40%
(32) O=S(=O)(Nc1ccccc1)c1cccc2nonc12
    -0.1%	12%
(33) COc1ccc(CNC(=O)CNC(=O)N2CC(=O)Nc3ccccc32)cc1
    -0.5%	2%
(34) CCOc1ccc(CN(CC)C(=O)c2ccc3c(c2)[nH]c(=O)c(=O)n3CC)cc1OC
    -2.0%	?
(35) Cc1ccc(N2CC(C(=O)NC3CC3)CC2=O)cc1Cl (centres undefined)
    -1.4%	-7%
(36) O=[N+]([O-])c1ccc(Oc2cccc3cccnc23)c(Cl)c1
    -3.5%	-5%
(37) Cc1cc(C)nc(NC(=O)c2ccc(C)c(C)c2)n1
    -2.2%	10%
(38) CCN(CC)S(=O)(=O)c1ccc2c(c1)c(=O)c(C(=O)N1CCN(c3ccccn3)CC1)cn2C
    0.1%	11%
(39) COC(=O)c1sccc1NS(=O)(=O)c1ccccc1
    0.5%	31%
(40) NC(=O)CCN(C1CCCCC1)S(=O)(=O)c1cccc2nsnc12
    0.4%	-4%
(41) CCOC(=O)CNC(=O)Cn1cnc2c(nnn2-c2ccc(OC)cc2)c1=O
    -2.2%	19%
(42) COc1ccc2ccccc2c1C1NC(=O)NC(C)=C1[N+](=O)[O-] (centres undefined)
    0.8%	2%
(43) CCC(=O)c1cn(CC(=O)Nc2c(C)cccc2C)c2ccccc12
    3.2%	12%
(44) CCOc1ccccc1NC(=O)c1ccc2c(c1)C(=O)N(CC(C)C)C2=O
    0.5%	3%
(45) CCOCCCNC(=O)Cn1nc(Cc2ccncc2)c2ccccc2c1=O
    1.2%	9%
(46) CCOC(=O)c1ccc(NC(=O)N2C3CCCC2CC(NC(C)=O)C3)cc1 (centres undefined)
    0.3%	7%
(47) Cc1cc(C)cc(NC(=O)c2ccc(S(=O)(=O)N(C)CC3CCCO3)cc2)c1 (centres undefined)
    -1.4%	14%
(48) Cc1cc2oc(C(=O)NCCc3ccc(S(N)(=O)=O)cc3)cc(=O)c2cc1C
    2.9%	4%
(49) CCCCCc1nnc(NC(=O)NS(=O)(=O)c2ccc(C)cc2)s1
    -0.6%	5%
(50) Cc1c(CCOC(=O)c2ccccc2)sc[n+]1CC(=O)c1ccc(Br)cc1
    -0.6%	1%
(51) O=C(c1ccc(S(=O)(=O)Cc2ccccc2Cl)c([N+](=O)[O-])c1)N1CCOCC1
    -2.0%	-2%
(52) O=C(Nc1cc2c(cc1C(=O)O)OCCCO2)c1ccc(C(F)(F)F)cc1
    16%	34%
(53) Cc1cc(OCC(=O)N2CCC[C@@H]2C(=O)O)c2c(C)c(C)c(=O)oc2c1
    -0.3%	29%
(54) Cc1cc(C)c(S(=O)(=O)NCC(=O)NCc2cc(=O)n(C)c(=O)n2C)c(C)c1
    -1.6%	6%
(55) CCOc1ccc(-c2c(C(=O)N/N=C(\C)c3cccnc3)nnn2-c2nonc2N)cc1
    1.3%	3%
(56) COc1cccc2c1-c1c(C(=O)O)cccc1C2=O
    1.3%	7%
(57) O=C(NC1CCCC1)C(c1ccc(Cl)cc1)N(C(=O)c1csnn1)C1CC1 (centres undefined)
    2.6%	3%
(58) COc1ccnc2c1c(=O)n(Cc1cccc(F)c1)c(=O)n2C
    -0.5%	-1%
(59) COc1cccc(-c2nc(-c3ccccc3)c(-c3ccccc3)[nH]2)c1OCC(=O)O
    34%	12%
(60) COc1ccc(-n2c(SCCNCCO)nc3sc4c(c3c2=O)CCCC4)cc1
    0.4%	0%
(61) Cc1ccc(S(=O)(=O)NCc2ccccc2)cc1C(=O)N1CCCCC1
    -0.4%	9%
(62) O=C(c1ccccc1F)N1CCN(S(=O)(=O)c2ccc(Br)cc2)CC1
    1.8%	9%
(63) CC(C)c1ccccc1OCC(O)CN1CCN(S(=O)(=O)c2ccc([N+](=O)[O-])cc2)CC1 (centres undefined)
    0.8%	14%
(64) CCc1noc(C)c1C(=O)NC1CCCc2c1cnn2-c1cc(C)cc(C)c1 (centres undefined)
    -1.8%	7%
(65) CC1Sc2ccc(S(=O)(=O)CCC(=O)N3CCCC3)cc2NC1=O (centres undefined)
    -1.2%	3%
(66) CC(C)c1ccc2oc(=O)cc(CN3CCCCC3)c2c1
    -1.4%	6%
(67) O=C(COc1ccc2ccccc2c1)NNC(=O)Nc1ccc(F)cc1F
    2.6%	1%
(68) COc1cccc(N2CCN(C(=O)CCS(=O)(=O)c3ccc4c(c3)oc(=O)n4C)CC2)c1
    0.5%	11%
(69) COc1cc(/C=N/N2CCN(Cc3ccc(Cl)cc3)CC2)cc(Br)c1O
    -1.3%	-11%
(70) Fc1ccc(-n2c(-c3ccco3)n[nH]c2=S)cc1
    -2.4%	3%
(71) O=C(Nc1ccc(S(=O)(=O)Nc2cnc3ccccc3n2)cc1)c1cc(F)c(F)cc1Cl
    18%	16%
(72) CC(=O)c1ccc(NS(=O)(=O)c2cc3c(cc2C)N(C)CCO3)cc1
    -0.8%	-2%
(73) O=c1c(-c2ccccc2)nnc2sc(COc3ccc(Br)cc3)nn12
    -1.1%	13%
(74) COc1ccc(CCNC(=O)C2CCC(=O)N(C3CCCCCC3)C2)cc1 (centres undefined)
    -1.2%	3%
(75) O=C(COC(=O)c1cccnc1)Nc1cccc2ccccc12
    -0.3%	12%
(76) OCC1(CCOc2ccccc2)CCN(Cc2ccccc2C(F)(F)F)CC1
    1.7%	-3%
(77) O=C1C2C3C=CC(CC3)C2C(=O)N1c1ccccc1 (centres undefined)
    -1.1%	4%
(78) O=C1C=C(N2CCCCCC2)C(=O)N1c1ccc(Cl)cc1
    -1.8%	13%
(79) COc1ccccc1OCCOc1ccc(/C=C2\C(=N)N3N=C(C)SC3=NC2=O)cc1
    9.5%	8%
(80) Cc1cccc(-n2ncc3c2CCCC3NC(=O)CCN2Cc3ccccc3C2=O)c1C (centres undefined)
    -2.6%	6%

The list continues:
Each structure is followed by: HIV fusion peptide	AID2073
(81) O=C(CN1C(=O)S/C(=C\c2ccccc2F)C1=O)Nc1ccccc1O
    2.0%	-6%
(82) CSCCC(N=C1NS(=O)(=O)c2ccccc21)C(=O)NCc1ccccc1F (centres undefined)
    0.6%	-4%
(83) COc1ccc(C2NN=C(c3ccc(C)cc3)S2)cc1 (centres undefined)
    -1.3%	7%
(84) O=C(NC1CCCCCC1)C1CCC(=O)N(Cc2ccccc2F)C1 (centres undefined)
    -0.5%	9%
(85) COc1ccc(CN2CCN(CCCc3ccccc3)C(CCO)C2)c(O)c1 (centres undefined)
    1.7%	-1%
(86) CC1CCN(CC(=O)NC2CCCCC2)CC1
    1.3%	1%
(87) CCCCn1c(=O)[nH]c2c(oc3ccccc32)c1=O
    -2.5%	8%
(88) Cc1cc(OC(=O)c2ccccc2C(F)(F)F)c([N+](=O)[O-])c(=O)[nH]1
    1.7%	-2%
(89) COc1ccc(NC(=O)c2cccnn2)cc1
    0.6%	11%
(90) CCCCNC(=O)c1sc(=S)n2c1[nH]c(=O)c1ccc(C(=O)NCCc3ccc(OC)c(OC)c3)cc12
    59%	2%
(91) CCc1ccc(NC(=O)C(=O)NNC(=O)c2ccc(OC)cc2)cc1
    1.0%	2%
(92) O=C(CSc1nc2ccccc2[nH]1)Nc1ccc(N2CCOCC2)cc1
    -1.3%	2%
(93) COc1ccccc1CNC(=O)C1CCN(S(=O)(=O)c2ccc(N3CCCC3=O)cc2)CC1
    1.6%	-1%
(94) CSc1ccc(S(=O)(=O)N2CCC(C(=O)NCc3ccco3)CC2)cc1
    -0.9%	6%
(95) Cc1[nH]c2ccc3ccccc3c2c(=O)c1C/C=C/Cl
    1.3%	6%
(96) COc1ccc(/C=N\NC(=O)c2ccc([N+](=O)[O-])cc2)cc1COc1c(F)c(F)cc(F)c1F
    -4.7%	20%
(97) CCC(C(=O)N1CCN(Cc2ccc3c(c2)OCO3)CC1)n1c(=O)[nH]c2ccccc2c1=O (centres undefined)
    -0.7%	8%
(98) COc1ccccc1-c1cc(C(=O)N2CCCC2)no1
    0.4%	12%
(99) CCc1ccc(N(C(=O)c2ccco2)C(C(=O)NC2CCCC2)c2cccnc2)cc1 (centres undefined)
    -0.6%	3%
(100) CCOc1ccc(CN2CCNC(=O)C2CC(=O)N(C)Cc2nonc2C)cc1 (centres undefined)
    0.5%	12%

Some of these compounds in order of heavy-atom count, rising.
Each structure is followed by: HIV fusion peptide	AID2073
(83) COc1ccc(C2NN=C(c3ccc(C)cc3)S2)cc1 (centres undefined)
    -1.3%	7%
(84) O=C(NC1CCCCCC1)C1CCC(=O)N(Cc2ccccc2F)C1 (centres undefined)
    -0.5%	9%
(81) O=C(CN1C(=O)S/C(=C\c2ccccc2F)C1=O)Nc1ccccc1O
    2.0%	-6%
(82) CSCCC(N=C1NS(=O)(=O)c2ccccc21)C(=O)NCc1ccccc1F (centres undefined)
    0.6%	-4%
(93) COc1ccccc1CNC(=O)C1CCN(S(=O)(=O)c2ccc(N3CCCC3=O)cc2)CC1
    1.6%	-1%
(90) CCCCNC(=O)c1sc(=S)n2c1[nH]c(=O)c1ccc(C(=O)NCCc3ccc(OC)c(OC)c3)cc12
    59%	2%

Next results:
Each structure is followed by: HIV fusion peptide	AID2073
(101) COc1ccc(Cc2nnc(NC(=O)c3ccccc3)s2)cc1OC
    0.5%	-2%
(102) O=C(Nc1ccccc1C(=O)N1CCCCCC1)c1ccc(F)cc1
    1.8%	6%
(103) Cc1cc(C)n(CC(=O)NC2CCCN(Cc3ccc(Cl)cc3)C2)n1 (centres undefined)
    -1.0%	3%
(104) COc1ccc(CCn2c(=N)c(C(=O)NCC3CCCO3)cc3c(=O)n4ccccc4nc32)cc1OC (centres undefined)
    -0.3%	-7%
(105) CC1C(=O)Nc2ccccc2N1C(=O)c1ccc(F)cc1F (centres undefined)
    2.8%	5%
(106) Cc1c(NC(=O)c2cnc(Cl)c(Cl)c2)c(=O)n(-c2ccccc2)n1C
    -1.0%	6%
(107) CC(NC(=O)c1cccs1)C(S)c1ccccc1 (centres undefined)
    1.3%	2%
